Assay outcomes: PubChem, several laboratories
HDAC3 inh – blocks human histone deacetylase 3 | O15379 | recombinant HDAC3, fluorogenic peptide/trypsin coupled, fluorescence | inhibition, % at 8.3 µM | 320,000 compounds, 0.15% hits; in the data active means inhibition above about 26%, passing the limit was not always enough; inconclusive means no clear call, values can overlap the other calls
Target sequence (O15379 whole entry, looked up): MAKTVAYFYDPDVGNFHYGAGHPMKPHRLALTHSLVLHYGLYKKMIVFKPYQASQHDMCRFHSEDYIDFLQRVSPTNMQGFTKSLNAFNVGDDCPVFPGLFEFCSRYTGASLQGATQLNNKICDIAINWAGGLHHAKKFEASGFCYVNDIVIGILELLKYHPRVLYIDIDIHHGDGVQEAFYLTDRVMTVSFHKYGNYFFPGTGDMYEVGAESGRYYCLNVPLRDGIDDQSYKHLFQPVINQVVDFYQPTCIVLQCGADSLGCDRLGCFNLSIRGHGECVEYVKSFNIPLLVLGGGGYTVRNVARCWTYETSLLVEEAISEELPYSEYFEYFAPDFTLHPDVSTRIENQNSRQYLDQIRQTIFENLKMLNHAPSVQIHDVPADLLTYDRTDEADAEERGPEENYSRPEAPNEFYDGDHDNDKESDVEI
RGS4 pot – RGS4 potentiation or activation; AID 463111; HEK293 M3R/inducible RGS4, carbachol calcium flux Fluo4; stronger effect = lower value; B-score at 10 µM; 310,000 compounds, 0.92% hits;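 active means B-score of the integrated calcium signal more than 4 SD below the library mean, with starting fluorescence not abnormally high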;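 further: negative B-score means reduced calcium response which marks RGS4 activation or potentiation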
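System – HEK293 FlpIn-TREx cells, stable M3R, doxycycline-inducible RGS4 · Reagent – ECmax carbachol challenge · Times – compound preincubation 20 min at room temperature before agonist · Technique – Fluo4 fluorescence kinetic imaging of calcium · Measure – B score of integrated Fluo4 ratio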
MrgX1 ag – activates human MrgX1 receptor signaling; B-score at 10 µM; 310,000 compounds, 0.44% hits; MrgX1-HEK293 cells, Fluo-4 calcium fluorescence, agonist mode; stronger effect = higher value; Q96LB2; AID 588627;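 active means calcium response B-score plate-corrected fluorescence ratio at least 3 library SD, with starting fluorescence B-score inside 5 SD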
Target sequence (Q96LB2 whole entry, looked up): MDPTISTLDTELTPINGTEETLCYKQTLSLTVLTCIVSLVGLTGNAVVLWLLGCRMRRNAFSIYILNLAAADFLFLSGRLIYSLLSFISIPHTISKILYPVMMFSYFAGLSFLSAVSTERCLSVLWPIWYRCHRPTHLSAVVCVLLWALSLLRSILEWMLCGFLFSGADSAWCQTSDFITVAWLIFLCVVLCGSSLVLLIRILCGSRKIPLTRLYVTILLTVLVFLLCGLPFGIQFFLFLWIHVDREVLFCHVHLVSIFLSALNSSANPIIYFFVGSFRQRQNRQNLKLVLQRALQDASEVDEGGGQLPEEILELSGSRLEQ
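Test system: Stable human MrgX1 HEK293 cell line | Schedule: Overnight plating before 1 h dye loading | Read-out basis: Baseline-normalised fluorescence change ratio, B-scored | Detection: Kinetic calcium dye fluorescence, Fluo-4 NW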
ANO1 block – inhibitors of mouse TMEM16A calcium-activated chloride channel; HEK293 TMEM16A/YFP iodide influx fluorescence, ionomycin; normalized B-score (activity score, 25-100; higher = stronger inhibition) at 10 µM; Q8BHY3; 310,000 compounds, 1.2% hits;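 active means ratio plate-corrected score three or more library SD toward inhibition, starting fluorescence score within five deviations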;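 further: score derived from kinetic fluorescence span divided by baseline fluorescence per well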
TRPC6 inhibitor – inhibitors of mouse TRPC6 channel; HEK293-TRPC6, membrane potential dye, ACh-evoked depolarization; stronger effect = lower value; B-score at 10 µM; 310,000 compounds, 1.1% hits;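 active means B-score under library mean minus 3 SD, initial fluorescence not abnormally high, positive integrated signal ratio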;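 further: B-score derived from integrated fluorescence ratio over the kinetic read; more negative B-score means stronger inhibition of depolarization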
RGS4 inh – inhibitors of human RGS4 | P49798 | HEK293 M3R/RGS4 inducible, Fluo-4 calcium flux; stronger effect = higher value; triggered by carbachol at its EC20 | B-score at 10 µM | 310,000 compounds, 0.45% hits | AID 463165;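 active means B-score, a plate-corrected calcium signal, over three deviations above library mean, with baseline fluorescence within five deviations of library mean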;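 further: RGS4 expression induced by doxycycline in cells with stable M3 receptor; B-score is computed from the integrated fluorescence ratio over baseline after carbachol; higher B-score means a larger calcium signal and so more RGS4 inhibition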
Target sequence (P49798 whole entry, looked up): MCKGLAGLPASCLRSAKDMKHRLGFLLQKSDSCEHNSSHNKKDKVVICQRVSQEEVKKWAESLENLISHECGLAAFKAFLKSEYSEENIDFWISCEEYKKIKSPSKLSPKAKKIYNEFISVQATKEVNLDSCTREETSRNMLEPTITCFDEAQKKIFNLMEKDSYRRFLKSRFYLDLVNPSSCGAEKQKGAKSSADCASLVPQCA
TRPC6 activator – activates the mouse TRPC6 cation channel. HEK293-TRPC6 membrane potential dye fluorescence; stronger effect = higher value. B-score at 10 µM. 310,000 compounds, 0.13% hits;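 active means B-score of the integrated fluorescence ratio above library mean plus 3 SD, and starting fluorescence ratio within library mean plus 5 SD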;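 further: higher score means more depolarization so channel activation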
MrgX1 antag – human MrgX1 receptor antagonism, primary screen | Q96LB2 | MRGX1-HEK293 calcium flux, Fluo-4, BAM8-22 antagonism; stronger effect = lower value | B-score at 10 µM | 310,000 compounds, 1.3% hits | AID 588676;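 active means calcium-response B-score plate-corrected more than 3 library SD below zero, starting fluorescence within 5 deviations, no agonist response on first addition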;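 further: peak minus trough fluorescence over baseline after final BAM8-22 challenge near maximal dose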
ANO1 activ – activates or potentiates the mouse TMEM16A chloride channel | HEK293 TMEM16A/YFP-H148Q/I152L, iodide quench fluorescence; stronger effect = lower value | 340,000 compounds, 0.3% hits | AID 623877 | Q8BHY3 | B-score at 10 µM;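 active means fluorescence-ratio B-score plate-corrected deviation score at least 3 library SD below zero, with starting fluorescence score within 5 deviations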;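 further: channel opened by trigger with iodide after compound preincubation; score built on the fluorescence ratio of max minus min over baseline; more negative score means more quench and so TMEM16A activation or potentiation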
MrgX1 PAM – human MrgX1 positive allosteric modulation, primary screen. Q96LB2. MrgX1-HEK293, Fluo-4 calcium flux, FDSS; stronger effect = higher value. B-score at 10 µM. 310,000 compounds, 0.63% hits. AID 588675;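 active means plate-corrected calcium response at least 3 library SD above typical, normal starting fluorescence, not activating the receptor alone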;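 further: compound read alongside a low EC10 to EC30 dose of BAM8-22 agonist; peak minus trough fluorescence over baseline measured at the second addition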
SKKanGAS inh – inhibitors of SKKanGAS S. pyogenes growth in kanamycin (SK-promoter or general growth effect) | AID 1662 | 300,000 compounds, 1.3% hits | BacTiter-Glo, 6 h | inhibition, % at 7.5 µM;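 active means mean replicate score, as percent of positive control median, at least 50; inconclusive means mean below 50 but one replicate at or above 50; inactive means mean and every replicate below 50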;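 further: strain carries kanamycin resistance gene driven by streptokinase promoter and grows in 40 µg/ml kanamycin; loss of luminescence reflects streptokinase promoter inhibition or plain growth inhibition; 0% = median of DMSO wells and 100% = positive control at its reference dose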
Numbers without * were called inactive; i = inactive; ? = inconclusive; nt = not tested or not shown; & = joins results of further samples. This is a subset (hit frequency here may not be typical).

SMILES	HDAC3 inh	RGS4 pot	MrgX1 ag	ANO1 block	TRPC6 inhibitor	RGS4 inh	TRPC6 activator	MrgX1 antag	ANO1 activ	MrgX1 PAM	SKKanGAS inh
CC(C)c1ccc(N2C(=O)NC(=O)/C(=C\c3cnc(-c4ccccc4)nc3)C2=O)cc1	-4.8	i	i	i	i	i	i	i	i	i	11.1
COc1ccc(C(O)CNC(C)C)c(F)c1OC (centres undefined)	3.2	i	i	i	i	i	i	i	i	i	-0.7
O=c1[nH]c(=S)n(-c2ccc(Cl)cc2)c(O)c1/C=N/N1CCOCC1	6.3	i	i	i	i	i	i	i	i	i	2.2
COc1cccc(C(=O)C2CCCN(Cc3cnn(C(C)C)c3)C2)c1 (centres undefined)	-1.9	i	i	i	i	i	i	i	i	i	-1.2
Cc1ccccc1CS(=O)(=O)Cc1ccc(C(=O)N2CCC3(CC2)OCCO3)o1	-5.5	i	i	i	i	i	i	i	i	i	-14.4
O=C(CCN1CCCCC1)Nc1ccc(Br)cc1C(=O)c1ccccc1	0.4	i	i	i	i	i	i	i	i	i	-4.8
O=C(CCC(=O)N1C[C@H]2C[C@@H](C1)c1cccc(=O)n1C2)NCc1cccc(C(F)(F)F)c1	6.9	i	i	i	i	i	i	i	i	i	3.5
CCOC(=O)Cn1cc(C(=O)c2ccccc2F)c2ccccc21	5.7	i	i	i	i	i	i	i	i	i	-0.9
CC(C)c1ccc(NC(=O)CSc2nnc(OC(=O)N(C)C)n2C2CC2)cc1	1.2	i	i	i	i	i	i	i	i	i	4.4
O=c1cccc2n1CC1CC2CN(Cc2c(Cl)cccc2Cl)C1 (centres undefined)	?	i	i	i	i	i	i	i	i	i	3.1
COc1ccc(NC(=O)c2cn(CCC#N)nc2-c2ccc([N+](=O)[O-])cc2)cc1	-12.8	i	i	i	i	i	i	i	i	i	-3.7
CC1(C)C2([N+](=O)[O-])CN3CN(C2)CC1([N+](=O)[O-])C3	-1.6	i	i	i	i	i	i	i	i	i	-9.5
C=CCC1(CN2CCCCCC2=O)C(=O)NC(=O)NC1=O	-0.9	i	i	i	i	i	i	i	i	i	2.8
COc1ccc(C)cc1NC(=O)N1CCC2(CC1)OCCO2	2.6	i	i	i	i	i	i	i	i	i	-12.1
N=c1sccn1Cc1ccccc1F	5.3	i	i	i	i	i	i	i	i	i	-1.2
C[C@]12CCC(=O)C=C1C=C[C@@H]1[C@@H]2CC[C@@]2(C)[C@H]1CC[C@@]2(O)CCC(=O)O	2.4	nt	i	i	nt	nt	nt	i	i	i	nt
O=C(Cc1ccccc1)N1CCN(Cc2cccc(Cl)c2)CC1	-4.5	i	i	i	i	i	i	i	i	i	-5.0
O=C(Nc1cccc(Br)c1)c1c(O)c2c(n(Cc3ccccc3)c1=O)CCCC2	-0.4	i	i	i	i	i	i	i	i	i	-6.5
CCC(=NCc1ccco1)c1c(O)n(Cc2ccccc2)c(=O)[nH]c1=O	9.4	i	i	i	i	i	i	i	i	i	7.5
COc1ccc(NS(=O)(=O)c2ccc(OCC(=O)N3CCN(C)CC3)cc2)cc1Cl	0.2	i	i	i	i	i	i	i	i	i	-0.5
CC(=Nc1ccccc1N)c1c(O)n(C)c(=O)n(C)c1=O	-2.1	i	i	i	i	i	i	i	i	i	-8.0
O=C(Cc1ccccc1)N1CCN(Cc2cccnc2)CC1	-0.6	i	i	i	i	i	i	i	i	i	3.8
C=CCN1CCC2(C)c3cc(O)ccc3CC1C2C (centres undefined)	-2.4	i	i	i	i	i	i	i	i	i	3.0
COC(=O)C1=C(c2ccccc2)C[C@@H]2CC[C@H]1N2C(=O)NCc1ccc(C(F)(F)F)cc1	10.7	i	i	i	i	i	i	i	i	i	-0.8
CCn1c(O)c(/C=N/NC(=O)c2ccccc2)c(=O)n(CC)c1=S	0.1	i	48.6*	i	i	i	i	i	i	i	-0.9

More results.
SMILES	HDAC3 inh	RGS4 pot	MrgX1 ag	ANO1 block	TRPC6 inhibitor	RGS4 inh	TRPC6 activator	MrgX1 antag	ANO1 activ	MrgX1 PAM	SKKanGAS inh
COC(=O)C1=COC(C)C2CN3CCC4(C(=O)Nc5ccccc54)C3CC12 (centres undefined)	-0.5	i	i	i	i	i	i	i	i	i	2.0
C=CCn1c(=O)c(C=Nc2c(OC)cccc2[N+](=O)[O-])c(O)n(CCCC)c1=O	-1.0	i	i	i	i	i	i	i	i	i	5.1
CC(C)OP(=O)(OC(C)C)C(NCc1ccccc1)c1ccccc1 (centres undefined)	-2.4	i	i	i	i	i	i	i	i	i	1.5
CCN1CCN(C(=O)COc2ccc(S(=O)(=O)NC(C)C)cc2)CC1	-4.5	i	i	i	i	i	i	i	i	i	-0.2
COC(=O)C1C2c3ccccc3OC1(C)N=c1s/c(=C/c3cn(C)nc3C)c(=O)n12 (centres undefined)	2.0	i	i	i	i	i	i	i	i	7.11*	-5.0
O=[N+]([O-])c1ccc2c(c1)C(c1ccccc1)=NCCN2	6.1	i	i	i	i	i	i	i	i	i	1.6
CC12CCC3C(CC=C4CC(O)CCC43C)C1C/C(=C\N1CCCC1)C2=O (centres undefined)	nt	i	nt	nt	i	i	i	nt	nt	nt	0.6
O=C(CN1CC=C(c2ccccc2)CC1)Nc1c(Cl)cccc1Cl	-1.4	i	i	i	i	i	i	i	i	i	-6.2
CC(=O)N1N=C2C3CCN(CC3)C2C1c1ccc(Br)cc1 (centres undefined)	-5.3	i	i	i	i	i	i	i	i	i	-5.8
Clc1cccc(N2CCNCC2)c1	-6.2	i	i	i	i	i	i	i	i	i	-3.5
O=C(Nc1ccccc1F)OC1CN2CCC1CC2 (centres undefined)	2.1	-10.4*	i	i	i	i	i	i	i	i	-2.2
N#CCCn1cc(C(=O)Nc2ccccc2Br)c(-c2ccc3c(c2)OCCO3)n1	3.6	i	i	i	i	i	i	i	i	i	-7.8
Cc1ccc(N(C)C(=O)Oc2ccc(C(=O)c3ccc(Cl)cc3)cc2)cc1	-1.2	i	i	25*	i	i	i	i	i	i	13.9
CC(C)CN1CCN(Cc2ccc(F)cc2Cl)CC1CCO (centres undefined)	5.6	i	i	i	i	i	i	i	i	i	-7.1
O=C1NC(=O)N(CCC2=CCCCC2)C(=O)/C1=C/c1cccs1	3.9	i	i	i	i	i	i	i	i	i	2.1
COc1ccc(OC)c(-n2c(O)c(C=NCc3ccc4c(c3)OCO4)c(=O)[nH]c2=O)c1	-3.9	i	i	i	i	i	i	i	i	i	0.3
Cc1c(N)c(C)c([N+](=O)[O-])c(C)c1[N+](=O)[O-]	-2.7	i	i	i	i	i	i	i	i	i	-14.0
CCC12CN3CCN(CC(C3)/C1=N/NC(N)=O)C2	4.5	i	i	i	i	i	i	i	i	i	27.3
Cc1cc(NC(=O)C(Cl)(Cl)Cl)no1	1.8	i	i	i	i	i	i	i	i	i	-4.2
COCCNC(=O)c1c(N)n(Cc2ccco2)c2nc3ccccc3nc12	-43.4	i	i	i	i	i	i	i	i	i	18.0
O=[N+]([O-])c1ccc(NCCCN2CCOCC2)c2ncccc12	3.5	i	i	i	i	i	i	i	i	i	8.1
CC1(O)C[C@]2(C)N(O)C3CCCC[C@@H]3N2O1 (some centres undefined)	3.0	i	i	i	i	i	i	i	i	i	5.7
O=C(Cn1ncc2ccsc2c1=O)N1CCC2(CC1)OCCO2	-3.4	i	i	i	i	i	i	i	i	i	-1.6
COc1ccccc1N1C(=O)NC(=O)/C(=C/c2ccc3c(c2)Cc2ccccc2-3)C1=O	-5.6	i	i	i	i	i	i	i	i	i	-3.6
CCN1CC=C(c2c[nH]c3ccccc23)CC1	-2.8	i	i	i	i	i	i	i	i	i	-1.5

(listing goes on)
SMILES	HDAC3 inh	RGS4 pot	MrgX1 ag	ANO1 block	TRPC6 inhibitor	RGS4 inh	TRPC6 activator	MrgX1 antag	ANO1 activ	MrgX1 PAM	SKKanGAS inh
CN1CCN(Cc2c(F)cccc2Cl)CC1	0.0	i	i	i	i	i	i	i	i	i	-1.8
O=C1NC(=O)N(c2ccc(Cl)cc2)C(=O)/C1=C/c1coc2ccc(O)cc2c1=O	-3.6	i	i	i	i	i	i	i	i	i	1.2
CCOC(=O)c1c(N)n(Cc2ccccc2)c2nc3ccccc3nc12	?	i	i	i	i	i	i	i	i	i	6.2
CCOC(=O)[C@@]12C(=O)C(=O)N[C@]1(c1ccccc1)C1OCCCC12 (some centres undefined)	-2.1	i	i	i	i	i	i	i	i	i	3.5
Cc1c(C=C2C(=O)N(C)C(=O)N(C)C2=O)c(=O)n(-c2ccccc2)n1C	nt	i	i	i	i	i	i	i	i	i	0.5
CCOC(=O)c1c(C)c(C(=O)N2CCC3(CC2)OCCO3)c(C)n1CC	2.3	i	i	i	i	i	i	i	i	i	4.6
CCCn1ncc(C(=O)O)c1C	3.4	i	i	i	i	i	i	i	i	i	-5.4
O=P(O)(O)C12CC3CC(CC(C3)C1)C2	-0.2	i	i	i	i	i	i	i	i	i	-2.3
O=C(CCC(=O)N1CC2C[C@@H](C1)Cn1c2cccc1=O)NCCc1ccccc1F	0.9	i	i	i	i	i	i	i	i	i	1.4
O=CNc1ccc(OP(=O)(Oc2ccccc2)Oc2ccccc2)cc1	2.9	i	i	i	i	i	i	i	i	i	-0.9
CCC(COC(=O)c1cc(OC)c(OC)c(OC)c1)(c1ccccc1)N(C)C (centres undefined)	0.7&0.6	i	i	i	i	i	i	i	i	i	-3.1&-2.3
CC(=O)NC(Cc1ccc(N(CCCl)CCCl)cc1)C(=O)NC(C(=O)O)C(C)C (centres undefined)	0.1	i	i	i	i	i	i	i	i	i	12.5
CCC1(C)CN(S(=O)(=O)OCC(Cl)(Cl)Cl)C(=O)N1 (centres undefined)	6.8	i	i	i	i	i	i	i	i	i	-2.8
CCOC(=O)C(O)(c1ccc(N(C)C(=O)c2ccc(Cl)c(Cl)c2)cc1)C(F)(F)F (centres undefined)	11.7	i	i	i	i	i	i	i	i	i	11.9
CCOC(=O)C1CCN(/C=C2/C(=O)NC(=O)N(c3cccc(C)c3C)C2=O)CC1	-6.7	i	i	i	i	i	i	i	i	i	-2.2
Cc1cc(C)cc(-n2c(C)cc(/C=C3\C(=O)NC(=O)N(C)C3=O)c2C)c1	2.8	i	i	i	i	i	i	i	i	i	-3.1
COc1ccc(NC(c2ccccc2)P(=O)(Oc2ccccc2)Oc2ccccc2)cc1 (centres undefined)	0.1	i	i	i	i	i	i	i	i	i	4.7
CN1CCN(c2cn[nH]c(=O)c2Cl)CC1	-5.0	i	i	i	i	i	i	i	i	i	-10.0
CCCCN1C(=O)/C(=C/c2ccc(N(C)C)cc2)C(=O)N(Cc2ccco2)C1=O	2.9	i	i	i	i	i	i	i	i	i	28.3
O=C(Cc1cccs1)N1CCC2(CC1)OCCO2	-0.6	i	i	i	i	i	i	i	i	i	-1.5
